Bioassay records from PubChem BioAssay.
NCOA3 inh = inhibitors of human steroid receptor coactivator 3 (SRC3); 360,000 tested, 0.17% active; AID 588352; inhibition, % at 3.6 µM; HEK293 GAL4-SRC3 luciferase reporter, luminescence;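 active = inhibition above a per-campaign cutoff, the mean of all compounds plus 3 SD, cut at about 60% in these data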;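 also: 0% = DMSO-treated cells and 100% = gossypol-treated cells at 36 µM; higher means less SRC3-driven luciferase light from the GAL4 reporter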
NOD2-RIPK2 inh = inhibitors of human NOD2-RIPK2 interaction. O43353. CHO BLA complementation NOD2-RIPK2, CCF4 ratio. inhibition, % at 4.98 µM. 360,000 tested, 0.38% active; in the data active = inhibition above about 21%;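 also: 0% = vehicle only and 100% = reference blocker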
Target sequence (O43353 whole entry, looked up): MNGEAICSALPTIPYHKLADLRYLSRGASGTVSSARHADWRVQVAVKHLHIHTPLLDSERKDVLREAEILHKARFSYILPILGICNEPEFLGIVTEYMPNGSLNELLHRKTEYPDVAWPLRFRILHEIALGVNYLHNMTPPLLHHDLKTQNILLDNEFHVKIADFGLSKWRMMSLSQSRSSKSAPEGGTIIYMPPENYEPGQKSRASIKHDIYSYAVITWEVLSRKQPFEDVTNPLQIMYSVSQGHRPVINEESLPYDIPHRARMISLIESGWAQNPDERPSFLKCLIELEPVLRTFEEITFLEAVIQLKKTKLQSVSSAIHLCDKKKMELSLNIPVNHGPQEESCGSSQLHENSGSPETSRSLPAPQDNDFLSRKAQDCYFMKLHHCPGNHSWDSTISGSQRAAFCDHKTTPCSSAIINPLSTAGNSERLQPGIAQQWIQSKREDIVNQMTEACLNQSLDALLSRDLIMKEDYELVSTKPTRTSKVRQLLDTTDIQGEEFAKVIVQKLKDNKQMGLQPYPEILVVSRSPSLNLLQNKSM
NR2F2 inh = blocks human COUP-TFII nuclear receptor; P24468; inhibition, % at 8.6 µM; AID 686940; 370,000 tested, 0.7% active; HEK293T NGFI-A luciferase reporter, luminescence;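 active = inhibition above a per-plate cutoff, mean inhibition of test wells between control levels plus 3 SD, cut at about 38% in these data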;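 also: cells cotransfected with COUP-TFII expression vector driving the NGFI-A reporter; 0% = median of COUP-TF2 test wells and 100% = reporter-only cells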
Target sequence (P24468 whole entry, looked up): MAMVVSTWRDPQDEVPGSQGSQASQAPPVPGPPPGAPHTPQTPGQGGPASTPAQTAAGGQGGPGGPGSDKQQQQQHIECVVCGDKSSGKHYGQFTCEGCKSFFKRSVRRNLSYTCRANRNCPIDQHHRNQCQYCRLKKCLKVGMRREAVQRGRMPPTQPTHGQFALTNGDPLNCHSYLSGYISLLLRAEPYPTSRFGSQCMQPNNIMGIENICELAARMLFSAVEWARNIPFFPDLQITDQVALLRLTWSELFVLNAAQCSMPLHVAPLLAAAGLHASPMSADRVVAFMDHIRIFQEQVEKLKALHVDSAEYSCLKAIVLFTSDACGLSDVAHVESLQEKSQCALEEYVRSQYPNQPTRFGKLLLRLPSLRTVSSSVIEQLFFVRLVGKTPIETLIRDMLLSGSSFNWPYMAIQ
TROY NFkB inh = TROY signaling inhibition | Q293 LMP1-TROYcd NF-kB luciferase reporter, 4 h | inhibition, % at 10 µM | 360,000 tested, 0.98% active | AID 1347056;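 active = compounds whose plate-normalised and pattern-corrected inhibition of the luciferase reporter signal at the single screening dose is 50% or more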
LRH-1 inv ag = suppresses constitutive activity of human LRH-1. O00482. inhibition, % at 3.6 µM. HEK293T StAR-luciferase reporter, LRH-1 transfected, 24 h. 360,000 tested, 0.13% active. AID 602396;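 active = inhibition above the mean inhibition of all tested compounds plus 3 SD, cut at about 73% in these data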;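 also: 0% = DMSO wells and 100% = reporter-only cells lacking LRH-1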
EBV LMP1 NFkB = reduces LMP1-driven NF-kappaB luciferase signal; inhibition, % at 12.5 µM; LMP1-induced NF-kappaB luciferase reporter cells, luminescence; 350,000 tested, 0.69% active; AID 504558; in the data active = inhibition above about 41%;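 also: 0% = neutral control wells and 100% = reference inhibitor control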
SRC2 inh = inhibits human steroid receptor coactivator 2. Q15596. HEK293 GAL4-SRC2 luciferase reporter, luminescence. inhibition, % at 9 µM. 370,000 tested, 0.17% active. AID 651957;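 active = inhibition above the mean inhibition of all tested compounds plus 3 SD, set per campaign, cut at about 52% in these data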;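 also: 0% = DMSO treated cells and 100% = cells given Gossypol at 36 µM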
TLR9-MyD88 inh = TLR9-MyD88 interaction inhibition | CHO BLA complementation TLR9-MyD88, CCF4 FRET ratio | 340,000 tested, 0.21% active | Q9NR96+Q99836 | inhibition, % at 4.98 µM;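 active = inhibition above the mean over all tested compounds plus 3 SD, cut at about 21% in these data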;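 also: 0% = DMSO only wells and 100% = clavulanate BLA inhibitor control wells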
SRC1 inh = inhibitors of human steroid receptor coactivator 1 (SRC1). Q15788. HEK293 GAL4-SRC1 luciferase reporter, luminescence. inhibition, % at 3.6 µM. 360,000 tested, 0.12% active;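 active = inhibition above the campaign mean plus 3 SD, with each screening campaign given its own cutoff, cut at about 60% in these data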;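 also: 0% = DMSO treated cells and 100% = gossypol at 36 µM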
TWEAK Fn14 block = inhibitors of TWEAK-Fn14 interaction signaling; TWEAK-stimulated Fn14 reporter cells, luciferase luminescence, 8 h; inhibition, % at 10 µM; 360,000 tested, 2% active; AID 1159606; in the data active = inhibition above about 50%
TRAIL sens C8 = sensitizes caspase-8 expressing cells to TRAIL | NB7+C8 cells + TRAIL, ATPlite viability luminescence | 360,000 tested, 1% active | AID 624354 | inhibition (viability loss, TRAIL sensitization), % at 10 µM;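 active = compounds causing at least 50% loss of cell viability in the single-dose screen, relative to plate controls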
An asterisk follows results filed as active; . = no result given.

SMILES	NCOA3 inh	NOD2-RIPK2 inh	NR2F2 inh	TROY NFkB inh	LRH-1 inv ag	EBV LMP1 NFkB	SRC2 inh	TLR9-MyD88 inh	SRC1 inh	TWEAK Fn14 block	TRAIL sens C8
C=CCN(CC=C)C(=O)c1cc2ccccc2c(=O)o1	22	-8	0	-10	13	0	23	0	-15	17	-35
CC(C)(C)c1ccc(-c2nnc(SCCN3C(=O)c4ccccc4C3=O)o2)cc1	-1	3	-2	-34	4	5	-2	-2	-4	-10	8
O=C(COc1ccc(S(=O)(=O)N2CCCC2)cc1)NCc1cccnc1	-4	2	11	-4	0	8	23	-8	-36	26	-10
Nc1ccc(N2CCOCC2)c(Cl)c1	-24	9	18	-1	-12	-43	17	-26	2	-10	-3
COc1ccc(CN2C(=O)CSCC2(C)C(=O)Nc2c(C)cccc2C)cc1 (stereo unspecified)	.	1	-13	.	22	.	-16	.	.	.	29
Cc1ccc(Cn2c(SCCN3CCCCC3)nc3c2c(=O)[nH]c(=O)n3C)cc1	10	-5	-2	-2	-17	-8	13	-4	13	3	-4
COc1ccc(CNc2ncc(-c3ccccc3)n2C)c2ccccc12	-2	7	16	25	3	3	-11	0	8	25	19
Cc1ccc(S(=O)(=O)Nc2ccccc2/C=N/c2nc3ccccc3n2C(C)C)cc1	23	6	11	22	18	5	-6	-6	12	32	-13
CCCc1nnc(SCC(=O)Nc2ccc3c(c2)OCCO3)n1CCOC	-9	-1	-5	9	-7	1	-12	-9	-6	26	1
O=P(Cc1cccc2ccccc12)(c1ccccc1)c1ccccc1	-6	-8	6	-5	10	4	-15	8	10	-3	-11
CCNC(=S)NNC(=O)Cn1c(=O)c2c(ncn2CCOC)n(Cc2ccccc2)c1=O	-4	7	7	-1	5	-2	-11	-8	-56	93*	-10
CSc1ccc(S(=O)(=O)NCC(=O)OCC(=O)NCC2CCCO2)cc1[N+](=O)[O-] (stereo unspecified)	-13	-12	12	-5	4	-5	4	4	0	-8	-11
Cc1nn(Cc2ccccc2Cl)c(Cl)c1/C=C/C(=O)OCC(=O)NC(N)=O	-5	2	1	-31	0	9	2	9	-5	-19	13
C=CCn1c(CNC(=O)c2ccccc2F)nnc1SCC(=O)N1CCOCC1	12	-6	14	2	15	3	7	-3	-1	1	5
CCCCn1c(N)c(N(CC(C)C)C(=O)c2cccc(S(=O)(=O)N(CC)c3ccccc3)c2)c(=O)[nH]c1=O	-16	0	-21	10	-2	-4	-7	-8	-26	22	-14
NC(=O)c1ccccc1N/C=C/C(=O)c1ccc(Cl)cc1Cl	-62	11	-48	-46	-148	2	-37	0	-118	29	90*
Cc1ccc(Sc2c([N+](=O)[O-])c(=O)n(C)c3ccccc23)cc1	-29	1	-15	68*	18	2	-16	-13	-3	-102	14
COc1ccc(OCCOC(=O)CNC(=O)c2cccc(C)c2)cc1	18	-10	-1	-47	21	2	-16	10	-20	0	-3
COc1cccc(NC(=S)NCc2ccc(F)cc2)c1	-3	-4	1	-5	-4	-36	-12	-1	-14	-10	-5
COc1ccccc1NC(=O)N1CCCC1C(=O)NCC1CCCO1 (stereo unspecified)	-6	0	-5	14	14	2	11	-9	3	11	-6
O=C(Nc1cccc2ccccc12)/C(Cl)=C/c1ccccc1	-20	4	-16	-42	-22	2	-20	0	-25	-28	8
CCN1CCN(CC(=O)Nc2cc(F)ccc2C)CC1	4	-7	-9	-1	10	1	-6	3	-3	-3	-11
Cc1cc(C)c(C#N)c(SCS(=O)c2ccc(C(C)(C)C)cc2)n1 (stereo unspecified)	11	7	11	-35	-6	6	-8	1	-2	-34	-10
Cc1nc(NC(=O)CSc2nnc(C3CC3)n2C)sc1C(=O)N(C)C	-44	5	0	-3	-6	2	4	-13	-17	0	16
COc1cccc2c(=O)n(CC(=O)Nc3ccccc3F)ccc12	-11	-3	-2	-21	-18	-6	-10	0	-5	15	-3

The listing continues.
SMILES	NCOA3 inh	NOD2-RIPK2 inh	NR2F2 inh	TROY NFkB inh	LRH-1 inv ag	EBV LMP1 NFkB	SRC2 inh	TLR9-MyD88 inh	SRC1 inh	TWEAK Fn14 block	TRAIL sens C8
C=CCN1C(=O)C(O)(CC(=O)c2ccccc2)c2ccccc21 (stereo unspecified)	12	-6	5	2	12	-9	-9	2	-5	4	8
CN1CCN(S(=O)(=O)c2ccc(Sc3nnc(-c4cccs4)n3-c3ccccc3)nc2)CC1	3	-8	7	-25	16	7	-7	-13	17	21	-13
O=C(O)CCn1nc(-c2ccc(F)cc2)cc(Cc2ccccc2)c1=O	12	5	.	13	-14	-4	.	4	0	13	-1
COc1ccc(C(NC(=O)CN2CCCCCC2)c2ccc(OC)cc2)cc1	-14	-8	1	6	-5	6	-8	-6	-5	-1	-14
COc1cc(NC(=O)c2cc(-c3ccccc3Cl)on2)cc(OC)c1OC	-8	12	14	-2	12	6	-3	-8	-5	25	19
CCC(C)n1cnc2c(c1=O)c1nc3ccccc3nc1n2-c1ccc2c(c1)OCCO2 (stereo unspecified)	-37	1	1	6	-4	-3	-7	4	-6	-15	1
COc1cc(NC(=O)c2cccc(C)c2)c(OC)cc1NC(=O)CN1CCCCC1	-7	-1	12	4	-6	-2	-32	-7	9	-17	8
O=C(NCCN1CCOCC1)C1CCCN(S(=O)(=O)c2ccc(F)cc2)C1 (stereo unspecified)	11	-6	-24	2	-17	-5	30	-11	15	-1	8
CC(C)C1Oc2ccccc2N(CC(=O)N2CCOCC2)C1=O (stereo unspecified)	-24	-7	18	-2	1	-2	-17	11	1	14	-5
CCN(CC)CCC(C)OC(c1ccccc1)c1ccccc1 (stereo unspecified)	-15	0	10	-7	-3	-22	16	-2	-26	-8	-8
CCN(c1ccccc1)S(=O)(=O)c1ccc(C(=O)Nc2nnc(COC)o2)cc1	-7	-14	1	15	-9	2	7	-2	-15	11	23
O=C(NC1CCCCCC1)c1c(O)c2ccccc2[nH]c1=O	-21	-8	-6	-48	-9	-59	-21	12	-64	-7	42
CN1CCN(CCCC(=O)c2ccc(F)cc2)CC1	-8	-2	3	-3	8	-4	-15	-8	-13	5	3
CCCCCn1c(=O)c(C(=O)OCC)c(Cl)c2ccccc21	13	-6	20	-23	11	0	10	-5	-3	4	-10
Cc1ccc2nc(C(C)(C)C)c(Cc3ccsc3)n2c1	13	0	-6	3	13	.	-4	.	-14	1	1
CC1CCN(S(=O)(=O)c2cccc(S(=O)(=O)N3CCOCC3)c2)CC1	-5	-7	3	12	-10	2	20	-2	-6	3	9
COc1ccc(CSC2=NCCN2)cc1Br	-12	-5	-14	9	15	-5	1	-11	10	12	-1
CCNC(=S)NNC(=O)c1csc(CC)c1	-13	5	-13	-44	-31	7	-4	10	-28	-11	-7
COc1ccccc1NC(=O)CSc1nnc(Cc2cccs2)n1C	-5	-9	3	2	-3	2	10	-8	3	10	12
CC(C)c1nnc2n1N=C(c1ccc(Cl)cc1)CS2	-1	-2	-15	5	16	7	5	8	2	-11	1
O=C1S/C(=C\c2ccc(N3CCOCC3)o2)C(=O)N1Cc1ccc(F)cc1	2	-7	.	14	6	6	.	4	11	52*	2
O=C(COc1ccc(S(=O)(=O)N2CCOCC2)cc1)NC1CCCCC1	-10	7	10	-16	16	1	-15	4	1	28	2
CCOC(=O)c1c(O)c2ccccc2n(C)c1=O	-2	1	-7	9	2	1	-2	2	-66	2	4
O=C(O)CSCc1cnn(-c2ccccc2)c1-n1cccc1	15	-7	-11	14	4	-2	10	6	2	-4	-11
COc1ccc(-c2ccnc(SCC(=O)c3ccc(OC)c(OC)c3)n2)cc1	8	-11	-11	4	-1	7	5	-2	6	-17	6

Quoted from the listing:
C=CCn1c(CNC(=O)c2ccccc2F)nnc1SCC(=O)N1CCOCC1 in TLR9-MyD88 inh has -3
CN1CCN(S(=O)(=O)c2ccc(Sc3nnc(-c4cccs4)n3-c3ccccc3)nc2)CC1 in NR2F2 inh has 7
Cc1ccc(Sc2c([N+](=O)[O-])c(=O)n(C)c3ccccc23)cc1 in TWEAK Fn14 block has -102

Going on with the list:
SMILES	NCOA3 inh	NOD2-RIPK2 inh	NR2F2 inh	TROY NFkB inh	LRH-1 inv ag	EBV LMP1 NFkB	SRC2 inh	TLR9-MyD88 inh	SRC1 inh	TWEAK Fn14 block	TRAIL sens C8
O=C(NC1CCCCNC1=O)c1ccccc1 (stereo unspecified)	2	-8	3	4	-1	6	-18	-2	-13	-11	0
CCOc1cc(NC(=O)CCl)c(OCC)cc1NC(C)=O	-3	-1	6	-1	35	-13	-7	-6	-4	13	-7
CCc1ccccc1NC(=O)CN(C)C(=O)COC(=O)c1cccnc1Cl	0	-6	-29	12	0	-7	-5	-10	-37	13	-9
CC(C)C[C@H](NC(=O)c1[nH]cnc1C(=O)N[C@@H](C)C(=O)OC(C)(C)C)C(=O)OCc1ccccc1	11	-2	12	-1	9	0	-10	2	2	-40	33
COc1ccccc1C(=O)NC(=S)Nc1cccc2cc(O)ccc12	-4	0	-28	16	10	-6	-15	4	-51	2	13
Cc1cc(CSc2ccccc2)ccc1NC(=O)c1ccc(C)c([N+](=O)[O-])c1	8	4	1	-9	19	-1	20	-3	6	-39	5
CC(=O)c1c(C)nc2ccc(Cl)cn12	12	-13	9	-2	5	-5	-9	1	-16	-25	19
COc1ccc(NC(=O)NC2CCCc3ccccc32)cc1OC (stereo unspecified)	-13	-1	-1	6	7	5	3	-3	-2	-4	-1
CCOC(=O)c1ccccc1NC(=O)COC(=O)CSC(C)C(=O)Nc1cc(C)on1 (stereo unspecified)	-7	-3	12	-7	-6	-4	-10	-2	-13	3	-10
O=C(Nc1nccs1)c1ncc(Cl)c(Cl)c1Cl	-1	-7	-3	-40	16	-31	13	6	-20	8	15
CC(C)NC(=O)N(C)C[C@@H]1OCc2cnnn2CCCC(=O)N([C@@H](C)CO)C[C@H]1C	4	-15	-14	-6	9	-4	4	-11	-16	16	2
CN1CCN(NC(=O)c2ccc(Cl)s2)CC1	14	-7	14	-6	9	2	-2	-8	-11	4	7
O=C(COc1ccc(-c2nnc(N3CCCCC3)c3ccccc23)cc1)N1CCCCC1	13	17	18	18	24	8	6	-4	8	8	9
COc1ccccc1CNCC(=O)Nc1ccccc1-n1cccc1	2	-1	2	10	12	4	-1	6	-6	2	-2
CNc1cncc(-c2ccc(NS(C)(=O)=O)cc2)n1	25	3	10	-5	27	.	24	.	35	35	14
Cc1cc(C)nc(/N=C(\N)Nc2cc([N+](=O)[O-])ccc2C)n1	9	-3	14	7	-27	-1	-34	13	-21	-13	5
O=C(Nc1csc([N+](=O)[O-])c1)Nc1ccccc1Cl	-18	-2	-5	13	-21	5	-25	-17	-14	-8	1
CCCOc1ccc(CN(CCC#N)C(=S)NC(=O)c2ccccc2)cc1	7	-1	-2	-3	-2	-1	0	8	-2	-6	0
CN(CC(=O)Nc1cccc(F)c1)C(=O)c1cn(-c2ccccc2)nc1-c1ccccc1	-3	-2	-2	-2	-14	-4	9	-10	-11	-2	7
S=C(NCc1ccc2[nH]c3c(c2c1)CCCC3)Nc1ccccc1Cl	-21	7	9	4	32	-7	-4	10	0	-8	-11
CCC(=O)N1c2ccc(S(=O)(=O)NCc3ccco3)cc2CC1C (stereo unspecified)	-16	-18	-7	0	8	3	6	-11	8	12	-8

Some of the compounds tested (hit frequency here may not be typical).
